Compound activity: PubChem BioAssay, National Center for Advancing Translational Sciences (NCATS)
AmpC inh no detg: blocks E. coli AmpC beta-lactamase in detergent-free assay; Potency, µM (doses to about 57.1 µM), inactives show at the highest dose activity change, negative = inhibition, hits mostly inhibitors; AID 485341; 330,000 tested, 0.52% active; AmpC nitrocefin hydrolysis, absorbance 480 nm, 0.0001% Triton;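 further: potency means the concentration at half of the fitted maximal effect; plate controls were no compound for no effect and no enzyme for full effect; nearly all actives have a fitted effect of over 20% in size; some results filed as inactive show a strong effect at the top dose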
Target sequence (P00811 whole entry, looked up): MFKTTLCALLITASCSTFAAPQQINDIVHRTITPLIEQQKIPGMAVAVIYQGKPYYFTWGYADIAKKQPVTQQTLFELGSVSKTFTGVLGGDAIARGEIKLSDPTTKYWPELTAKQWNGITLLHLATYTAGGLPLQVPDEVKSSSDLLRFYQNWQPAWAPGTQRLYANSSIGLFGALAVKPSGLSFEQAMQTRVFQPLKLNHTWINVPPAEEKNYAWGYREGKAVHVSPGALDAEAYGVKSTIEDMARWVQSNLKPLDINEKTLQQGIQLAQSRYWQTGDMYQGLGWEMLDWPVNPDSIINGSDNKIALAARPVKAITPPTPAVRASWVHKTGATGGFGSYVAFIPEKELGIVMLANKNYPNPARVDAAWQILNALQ
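20 mM phosphate pH 7.0 + 0.01% (detergent screen) or 0.0001% Triton X-100; 5.3 nM AmpC reagent; cpd preinc 15 min RT; nitrocefin (800 uM stock) to start; A480 q20 s × 4 min; Activity was normalised to no-enzyme and no-compound control wells.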
HCMV antiviral: blocks human cytomegalovirus replication; HFF cells, HCMV-luciferase reporter, 72 h; stronger effect = lower value; activity change, negative = inhibition, % at 57.5 µM; 410,000 tested, 4.5% active; AID 1259415; in the data active means activity change below about -60%; inconclusive means no clear call, values can overlap the other calls; inactive means above about -39%; further: on the % scale 0 is the no-effect control and ±100 the full control effect
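HFF cells seeded 16 h at 37C, treated with compounds, infected with luciferase-reporter HCMV at MOI 1 PFU/cell; luciferase read at 72 h post infection, normalized to buffer-only and Salinomycin controls.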
AmpC detergent: inhibitors of E. coli AmpC beta-lactamase with detergent; P00811; AmpC hydrolysis of nitrocefin, absorbance 480 nm, 0.01% Triton; Potency, µM (top dose mostly 114 µM), without a hit: top-dose activity change, negative = inhibition, usual class: inhibitors; 370,000 tested, 0.041% active; AID 485294;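 further: potency means the concentration at half of the fitted maximal effect; 0% = no-compound wells and -100% = no-enzyme wells; nearly all actives have a fitted effect of over 25% in size; some results filed as inactive show a strong effect at the top dose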
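AmpC (5.3 nM in the dispensed reagent) in 20 mM phosphate pH 7.0 with 0.01% (detergent screen) or 0.0001% Triton X-100 was preincubated with compounds for 15 min at room temperature. Nitrocefin was then added from an 800 uM solution, and hydrolysis was followed at 480 nm.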
AMA1-RON2 inh: disrupts binding of P. falciparum AMA1 to RON2 | AlphaScreen AMA1-biotinylated RON2 peptide binding | Potency, µM (doses to about 58.2 µM), for inactives: at the top dose activity change, negative = inhibition, actives largely listed as inhibitors | 360,000 tested, 0.2% active | AID 720542;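 further: potency means the concentration at half of the fitted maximal effect; 0% = vehicle wells and -100% = peptide control; nearly all actives have a fitted effect of over 45% in size; some results filed as inactive show a strong effect at the top dose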
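AMA1 (3D7) with his tag at 25 nM final met compounds first, then biotinylated RON2 peptide at 25 nM; detection used donor plus acceptor beads, 10 µg/mL apiece, read by AlphaScreen after 30 min at room temperature.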
Giardia FBPA inh: inhibitors of Giardia lamblia fructose-1,6-bisphosphate aldolase; purified Giardia FBPA; A8B2U2; Potency, µM (series often up to 59.6 µM), without a hit: at the highest dose activity, negative = inhibition, most hits filed as inhibitors; 290,000 tested, 0.71% active; further: potency means the concentration at half of the fitted maximal effect; on the % scale 0 is the no-effect control and ±100 the full control effect; nearly all actives have a fitted effect of over 55% in size
Target sequence (A8B2U2 whole entry, looked up): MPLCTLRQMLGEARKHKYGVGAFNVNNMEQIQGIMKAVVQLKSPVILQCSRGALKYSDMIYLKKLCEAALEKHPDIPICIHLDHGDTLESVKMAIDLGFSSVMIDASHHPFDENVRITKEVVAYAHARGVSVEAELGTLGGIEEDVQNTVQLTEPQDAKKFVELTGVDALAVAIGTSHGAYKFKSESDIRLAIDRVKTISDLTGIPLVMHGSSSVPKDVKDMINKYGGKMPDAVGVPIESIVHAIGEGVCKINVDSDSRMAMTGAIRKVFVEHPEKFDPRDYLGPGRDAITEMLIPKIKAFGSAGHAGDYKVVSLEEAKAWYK
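Giardia FBPA (40 nM reagent) was preincubated 10 min at RT with compound (up to 57.5 uM final), then substrate plus GAPDH/TPI/NAD/arsenate coupling system with diaphorase/resazurin was added; resorufin fluorescence (525/598 nm) was read after 20 min.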
Shiga toxin inh: Shiga toxin inhibition | AID 2315 | Vero cells, Shiga toxin protein synthesis inhibition reporter | inhibition, % at 38.7 µM | 290,000 tested, 9.2% active; in the data active means inhibition mostly above about 28%, no sharp cut-off; inactive means mostly below about 43%; further: 0% is about no effect
CHX counter: affects cycloheximide protein synthesis inhibition readout, counter-screen | 300,000 tested, 12% active | AID 2314 | cell reporter, cycloheximide protein synthesis inhibition counterscreen | max response, %; in the data active means max response mostly above about 13%, no sharp cut-off; inactive means mostly below about 14%; further: read at 38.3 µM for the half of the compounds with a filed dose; 0% is about no effect
Starred values were filed as active, the others as inactive; i = inactive; ? = inconclusive; . = no result given; [ ] = remark or other dose. Unless noted, the call rests on the fitted dose curve; in most records, active means well fitted curve in the direction sought with a large enough effect; inconclusive means small, poorly fitted or top-dose-only effect, or another doubt; inactive means no such curve, though single readings can be large; an effect the other way counts as inactive or inconclusive.

SMILES	AmpC inh no detg	HCMV antiviral	AmpC detergent	AMA1-RON2 inh	Giardia FBPA inh	Shiga toxin inh	CHX counter
Cc1noc(C)c1C(=O)OCC(=O)NC(=O)NC12CC3CC(CC(C3)C1)C2	-5%	39	?	6%	-2%	8	-2
COc1ccc(OC(=O)/C=C/c2ccc([N+](=O)[O-])cc2)cc1	-27%	-25	1%	-14%	6%	3	-2
CCN(CC)c1ccc(CNC23CN4CN(CN(C4)C2)C3)cc1	17%	30	-8%	14%	0%	-2	-1
Cc1nn(-c2ccccc2)nc1-c1nnc(-c2ccc(C(F)(F)F)cc2)o1	-30%	-3	2%	13%	4%	2	-1
C[N+](C)(C)CCCCCC[N+](C)(C)C	.	-1	.	-1%	-2%	.	.
O=C(CCN1CCN(c2ccccc2)CC1)NNC(=O)Cc1ccccc1Cl	-20%	-13	3%	71%[activator]	.	.	.
O=C(Nc1ccccc1)c1ccc2ccccc2n1	-26%	187	3%	4%	-21%	94*	49*
CC(=O)C1=C(O)C(=O)N(c2ccc(O)cc2)C1c1ccc(C)cc1 (stereo not given)	-17%	-12	-9%	-4%	-10%	-12	0
OC(CNCCc1ccc(C(F)(F)F)cc1)COC(c1ccccc1)c1ccccc1 (stereo not given)	85%[activator]	-23	-5%	-12%	?	-23	-11
O=C(CCC(=O)c1cccs1)NCc1ccc(Cl)cc1	-21%	24	-2%	0%	0%	-16	2
COc1ccc(NC(=O)c2ccc(F)cc2)cc1S(=O)(=O)Nc1cc(C)ccc1Br	-28%	-5	0%	4%	1%	-7	2
CCCCCCCCCCOC(=O)Cn1c(COc2cccc(OC)c2)[n+](C)c2ccccc21	134%[activator]	.	7%	-4%	4%	-9	-3
Cc1nn(CC(=O)NCc2ccco2)c(C)c1[N+](=O)[O-]	-4%	-40	-5%	-8%	2%	-21	1
CC1=CC2=NC(=O)CC(C)(C(=O)N(CC(=O)NC3CCCC3)c3cc(C)cc(C)c3)N2C=C1 (stereo not given)	17%	12	0%	-4%	1%	-3	-2
O=C(/C=C/c1ccc2c(c1)OCO2)c1c(O)n(CCc2ccccc2)c(=O)[nH]c1=O	-14%	-84*	3%	1%	-5%	-10	-1

Complete entries, quoted from the list.
Profile of CC(=O)C1=C(O)C(=O)N(c2ccc(O)cc2)C1c1ccc(C)cc1 (stereo not given) = AmpC inh no detg: -17%; HCMV antiviral: -12; AmpC detergent: -9%; AMA1-RON2 inh: -4%; Giardia FBPA inh: -10%; Shiga toxin inh: -12; CHX counter: 0
Profile of COc1ccc(NC(=O)c2ccc(F)cc2)cc1S(=O)(=O)Nc1cc(C)ccc1Br = AmpC inh no detg: -28%; HCMV antiviral: -5; AmpC detergent: 0%; AMA1-RON2 inh: 4%; Giardia FBPA inh: 1%; Shiga toxin inh: -7; CHX counter: 2
Profile of C[N+](C)(C)CCCCCC[N+](C)(C)C = AmpC inh no detg: .; HCMV antiviral: -1; AmpC detergent: .; AMA1-RON2 inh: -1%; Giardia FBPA inh: -2%; Shiga toxin inh: .; CHX counter: .

The main list resumes; the 4 compounds before the break are reprinted first.
SMILES	AmpC inh no detg	HCMV antiviral	AmpC detergent	AMA1-RON2 inh	Giardia FBPA inh	Shiga toxin inh	CHX counter
CCCCCCCCCCOC(=O)Cn1c(COc2cccc(OC)c2)[n+](C)c2ccccc21	134%[activator]	.	7%	-4%	4%	-9	-3
Cc1nn(CC(=O)NCc2ccco2)c(C)c1[N+](=O)[O-]	-4%	-40	-5%	-8%	2%	-21	1
CC1=CC2=NC(=O)CC(C)(C(=O)N(CC(=O)NC3CCCC3)c3cc(C)cc(C)c3)N2C=C1 (stereo not given)	17%	12	0%	-4%	1%	-3	-2
O=C(/C=C/c1ccc2c(c1)OCO2)c1c(O)n(CCc2ccccc2)c(=O)[nH]c1=O	-14%	-84*	3%	1%	-5%	-10	-1
COc1cc(OC)cc(-c2c(-c3cccs3)c3cc(-c4cnc(OC)nc4)ccc3n2C)c1	-26%	-78*	1%	-5%	.	.	.
COc1cccc(C2C(=O)c3ccccc3C2=O)c1	-35%	19	-2%	-5%	-20%	32	-2
COCCn1cc(C(=O)NCc2ccco2)c2c3ccccc3n(C)c2c1=O	2%	0	1%	-15%	1%	23	6
COc1cc(/C=N\N=C2/SC(CC(=O)O)C(=O)N2c2ccc(O)cc2)ccc1O (stereo not given)	-33%	47	-6%	4%	5%	-14	-2
CCN(C(=O)COC(=O)/C(C#N)=C/c1ccc(N(C)C)cc1)C1CCS(=O)(=O)C1 (stereo not given)	-21%	-5	.	-4%	.	.	.
CC(=O)N1CC(C)Sc2ccc(S(=O)(=O)NC3CCCCC3)cc21 (stereo not given)	21%	?	?	3%	4%	6	-2
Cc1nn(-c2ccccc2)c(C)c1/C=N/n1c(-c2ccncc2)n[nH]c1=S	-6%	-74*	-6%	97%[activator]	-1%	-6	2
Cc1ccc2c(c1)C(c1ccncc1)=NNC(c1ccc(C(C)C)cc1)=N2	-24%	.	-7%	.	7%	32*	7
O=C(CSc1cccs1)Nc1ccc(Cl)cc1	-21%	9	12%	1%	-1%	50*	54*
Cc1cc[n+](-c2nc3ccccc3nc2[N-]S(=O)(=O)c2ccccc2)cc1	-8%	9	4%	0%	2%	30	-1
Cc1nnc(NC(=O)C2=COCCO2)s1	-3%	-15	-15%	-1%	.	.	.
O=C(Nc1ccccc1N1CCOCC1)c1ccc(N2CCCC2=O)cc1	-15%	?	?	-11%	.	.	.
NC(=O)COC(=O)c1ccccc1Nc1ccc(SC(F)F)cc1	2%	-19	-12%	-10%	3%	40	14*
CSc1ccc(CNC(=O)Cc2ccc(NC(=O)C3=C(C)OCCS3)cc2)cc1	-25%	-4	-14%	4%	1%	55*	24*
O=C(c1cccs1)N1CCC(c2ccccc2)C1 (stereo not given)	-14%	38	-6%	-2%	6%	97*	41*
COP(=S)(OC)SCN1C(=O)c2ccccc2C1=O	?	-12	?	12%	?	23	3
O=C(O)C1CCCN1S(=O)(=O)c1ccc2[nH]c(=O)c(=O)[nH]c2c1 (stereo not given)	-4%	14	?	-14%	8%	3	-2
CCc1ccc(Nc2ncc3c(n2)CC(C)(C)CC3=O)cc1	-5%	85	-3%	7%	12%	75*	57*
CCN(CC)C(=O)[C@H]1CC(CC(=O)NC/C=C(\C)CCC=C(C)C)C(=O)N2CCc3c([nH]c4ccccc34)[C@]12C (stereo not given in full)	93%[activator]	10	.	-12%	.	.	.
COc1cc(CN2CCSCC2)cc(OC)c1OC	1%	25	-3%	-9%	-25%	1	-2
Cc1cc(C)n(CCC(=O)Nc2ccc3c(c2)OCCO3)n1	-4%	12	?	0%	0%	45*	15*
Cc1ccc(NS(=O)(=O)c2ccc3c(c2)c(=O)n(C)c(=O)n3C)cc1F	-9%	-13	1%	15%	7%	-10	-4
COC(=O)c1ccc(NC(=O)CNC(=O)C2CCCCC2)c(C)c1	-16%	35	-5%	4%	-1%	-6	1
C/C(N)=C(/C#N)C(=O)CSc1nnc(-c2ccccc2)n1C	-11%	-2	5%	1%	5%	24	-2
CC[C@H]1C(c2cccc(Cl)c2)=NN(c2ccccc2)[C@@H]1CO	.	.	.	.	-15%[89.2 µM]	i	16
CC1CCCC(C)N1C(=O)c1cc(F)c(F)cc1Cl (stereo not given)	-7%	-6	-11%	-15%	4%	-5	-2
Cc1ccc(S(=O)(=O)NCC(=O)NCC(=O)OCC(=O)NC(=O)NC(C)(C)C)cc1C	3%	1	3%	0%	2%	-11	-3
COc1ccc(C(=O)Nc2ccc(NC(=O)c3cccc(OC)c3)cn2)cc1	-10%	-37	-11%	0%	8%	28	8
CCOC(=O)c1cnc(-c2ccccc2O)nc1Cl	-13%	52	5%	-2%	20µM*	70*	36*
CCCCOc1ccc(CC(=O)NCC(=O)O)cc1	-4%	28	-12%	-26%	13%	-8	9

At a glance, some entries already given:
SMILES	AmpC inh no detg	HCMV antiviral	AmpC detergent	AMA1-RON2 inh	Giardia FBPA inh	Shiga toxin inh	CHX counter
CCOC(=O)c1cnc(-c2ccccc2O)nc1Cl	-13%	52	5%	-2%	20µM*	70*	36*
CCCCOc1ccc(CC(=O)NCC(=O)O)cc1	-4%	28	-12%	-26%	13%	-8	9

Other entries
SMILES	AmpC inh no detg	HCMV antiviral	AmpC detergent	AMA1-RON2 inh	Giardia FBPA inh	Shiga toxin inh	CHX counter
CCC(CC)C(=O)OCC(=O)Nc1cc(OC)c([N+](=O)[O-])cc1C	-12%	-22	-12%	?	-4%	-3	8
COc1ccc(F)cc1S(=O)(=O)N1CCC2(CC1)OCCN2S(=O)(=O)c1ccccc1	6%	-14	0%	0%	.	.	.
COc1ccc(C(=O)OCC(=O)c2ccc3c(c2)NC(=O)CO3)cc1OC	-22%	-11	.	4%	.	.	.
CC(=O)Nc1ccc(OCc2cccc([N+](=O)[O-])c2)cc1	-23%	22	-1%	-10%	-1%	82*	29*
Cc1ccc(S(=O)(=O)N2CCC(C(=O)NCc3ccncc3)CC2)cc1	-10%	-17	0%	1%	1%	-18	-3
CN(C)c1ccc(/C=C/c2ccc3c4ccccc4ccc3[n+]2-c2ccccc2)cc1	71%[activator]	-99*	-13%	11µM*	-11%	-18	-3
Cc1cccc(NC(c2ccc(C)s2)c2ccc3ccc(C)nc3c2O)n1 (stereo not given)	-24%	-95*	?	48%[activator]	11%	-12	-4
COc1ccccc1CNC(=O)CCCc1nnc2n(C)c(=O)c3sccc3n12	3%	0	2%	7%	9%	-8	-4
CC1(C)Cc2c(sc3c2C(=O)NC(c2cccnc2)N3)CO1 (stereo not given)	-27%	38	?	29%	-26%	6	-1
COc1ccccc1CNC(=O)c1ccc2c(=O)n(CCCN3CCCC3=O)c(=S)[nH]c2c1	31%	-30	-6%	75%[activator]	15%	1	-1
COc1ccccc1/C=C/CN1CCSCC1	-18%	-4	-10%	-5%	?	-9	-3
Cc1ccc(C)c(NC(=O)Cn2nnc(C(=O)NCc3cccs3)c2N)c1	-26%	-1	-2%	?	0%	-16	1
O=C(O)c1n[nH]nc1-c1ccccc1	-22%	-2	6%	54%[activator]	?	12	-2
CCOC(=O)C1CCCN(C(=S)Nc2cccc(Cl)c2C)C1 (stereo not given)	-22%	-8	5%	-12%	2%	-15	-8
CNS(=O)(=O)c1ccc(NC(=O)Nc2cccc(F)c2)cc1	-9%	-101*	-1%	6%	-1%	86*	32*
Cc1nnsc1C(=O)N1CCN(c2ccc(C#N)cn2)CC1	-15%	93	7%	4%	4%	0	-1

Looked up by structure from the entries so far:
SMILES	AmpC inh no detg	HCMV antiviral	AmpC detergent	AMA1-RON2 inh	Giardia FBPA inh	Shiga toxin inh	CHX counter
CC1(C)Cc2c(sc3c2C(=O)NC(c2cccnc2)N3)CO1 (stereo not given)	-27%	38	?	29%	-26%	6	-1
O=C(O)c1n[nH]nc1-c1ccccc1	-22%	-2	6%	54%[activator]	?	12	-2

This is a random part of the collection, and some 16% of all compounds hit somewhere here.
